Screening results (PubChem BioAssay)
GPR151 activ: activators of human GPR151, primary screen, cell-based, PathHunter beta-arrestin, luminescence; activation, % at 11.2 µM; PathHunter beta-arrestin GPR151 cells; G-protein coupled receptor 151 (Homo sapiens), Q8TDV0; hit rate 1% among 650,000; AID 1508602, 2020; in the data active = activation above about 4.9%;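 note: 0% = median of compound wells and 100% = cells with positive control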
Target sequence (Q8TDV0 whole entry, looked up): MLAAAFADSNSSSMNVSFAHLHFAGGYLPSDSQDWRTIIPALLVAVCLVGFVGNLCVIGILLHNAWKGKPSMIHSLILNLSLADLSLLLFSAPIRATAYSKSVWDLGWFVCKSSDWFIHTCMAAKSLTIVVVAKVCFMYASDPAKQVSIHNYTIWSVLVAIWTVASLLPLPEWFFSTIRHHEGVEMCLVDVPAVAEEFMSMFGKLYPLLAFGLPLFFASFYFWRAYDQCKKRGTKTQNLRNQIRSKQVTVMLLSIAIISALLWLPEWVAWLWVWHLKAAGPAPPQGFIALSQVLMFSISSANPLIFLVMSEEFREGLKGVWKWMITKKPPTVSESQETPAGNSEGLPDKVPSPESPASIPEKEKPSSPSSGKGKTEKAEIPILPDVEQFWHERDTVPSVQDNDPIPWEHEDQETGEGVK
TEAD-YAP block: TEAD-YAP interaction inhibition, primary screen, TEAD-YAP interaction inhibitor project, luminescence, HEK-TIYL cells; hit rate 1.4% among 640,000; TEAD-Gal4/YAP UAS-luciferase luminescence; inhibition, % at 9.12 µM; AID 1259422, 2018; in the data active = inhibition above about 32%;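 note: 0% = median of test compound wells and 100% = reference inhibitor wells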
FBW7 act: FBW7 E3 ligase activators, primary screen, biochemical, AlphaScreen, human. F-box/WD repeat-containing protein 7 (Homo sapiens), Q969H0. AlphaScreen FBW7–phospho-cyclin E peptide binding, activator screen. normalized activity (activation), % at 26.1 µM. hit rate 0.13% among 650,000. AID 1259310, 2017; in the data active = normalized activity above about 1.9%;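 note: purified mutant Fbw7 with reduced substrate affinity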
MITF primary: MITF inhibitors, primary screen, biochemical, AlphaScreen, human; AlphaScreen MITF homodimerization, bead proximity signal; Microphthalmia-associated transcription factor (Homo sapiens), O75030; hit rate 0.91% among 650,000; inhibition, % at 2.6 µM; AID 1259374, 2018; in the data active = inhibition above about 50%;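 note: 0% = vehicle wells with protein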
* = called active by the depositor.

molecule	GPR151 activ	TEAD-YAP block	FBW7 act	MITF primary
COc1ccc(CN2CCN(C3CCOCC3)CC2CCO)c(F)c1 (configuration not stated)	0.2	4	0.1	6
COCc1cc(Cl)nc2cc(NC(=O)C(F)(F)F)c(C)cc12	1.7	1	-0.1	-5
CC(C)(C)c1ccc(Cn2c(-c3nonc3N)nc3ccccc32)cc1	-0.2	9	0.1	11
Cc1ccc(CN2CCN(CCCn3cccn3)CC2CCO)o1 (configuration not stated)	2.1	1	-0.1	-16
CCc1ccc2oc(-c3ccc(NC(=S)NC(=O)c4cc5ccccc5o4)cc3)nc2c1	0.0	-13	0.0	-1
O=C(CCCn1c(=O)[nH]c2cc(Cl)ccc2c1=O)NC1CCCCCC1	-0.6	10	0.1	-2
COc1cccc2cc(C(=O)n3ccnc3C)c(=O)oc12	-1.0	11	0.2	-1
Cc1cccc(NC(=O)/C(C#N)=C/c2cn(CC(=O)NCc3ccco3)c3ccccc23)c1	-1.3	9	0.4	11
COCCN1C(=O)c2ccc(C(=O)Nc3cccnc3)cc2C1=O	0.3	-2	-0.1	2
O=c1c2ccccc2nc2c3ccccc3c(NCCCO)nn12	0.1	1	0.8	5
Cc1ccc(-c2nnc(Nc3cccc(O)c3)c3ccccc23)cc1S(N)(=O)=O	-1.7	-8	-0.1	6
CCOC(=O)CSc1nnc(CNc2cc(Cl)ccc2Cl)n1C	0.3	-2	0.3	14
COc1ccc(N2C(=O)CC(N3CCCCC3)C2=O)cc1 (configuration not stated)	-1.3	-7	0.0	-3
O=C(CNC(=S)N(Cc1cccs1)C1CCCCC1)NCCc1ccccc1	-0.3	-14	0.0	7
COc1ccc(/C=C2/C(=N)N3C(c4ccccc4)=CSC3=NC2=O)cc1	-2.0	-14	0.2	24
COc1ccc2[nH]c3c(c2c1)CCNC31CCN(C)CC1	-0.3	0	0.1	10
CCN(CC)c1ccc2cc(C(=O)Nc3ccccc3C)c(=O)oc2c1	-0.1	-3	0.1	6
O=C(Cc1cccs1)NCc1ccc(C(=O)O)cc1	-0.1	11	0.2	6
COc1ccc(OC)c(S(=O)(=O)NCc2csc(-c3ccccc3)n2)c1	0.6	2	0.9	7
Cn1c(=O)cc(NCCCN2CCOCC2)n(Cc2ccccc2Br)c1=O	1.3	-8	-0.1	1
COC(=O)CN(Cc1ccccc1)S(=O)(=O)c1ccc(OC)c(OC)c1	0.7	4	0.1	-3
COc1ccc(C(=O)OCCN(C)C2=NS(=O)(=O)c3ccccc32)c(OC)c1	-3.0	-2	0.0	7
NNc1ccc2nc3sc4c(c3c(=O)n2n1)CCCC4	-2.0	-5	-0.1	10
CCOc1c(I)cc(/C=C2/SC(NC(C)=O)=NC2=O)cc1OC	-0.2	6	0.0	-1
CCCC(C)NC(=O)COc1ccc(S(=O)(=O)N2CCCC2)cc1 (configuration not stated)	-0.2	1	-0.2	11
COC(=O)CCCC(=O)N1CCCC(CCC(=O)N2CCN(c3ccccn3)CC2)C1 (configuration not stated)	0.0	-6	-0.2	-5
O=C(O)c1ccc(NS(=O)(=O)c2cccc3nsnc23)cc1	1.1	-2	-0.2	-5
O=C(COC(=O)C(Cc1ccccc1)NC(=O)c1ccco1)c1ccc(Br)cc1 (configuration not stated)	0.4	-1	-0.1	-4
COCCCNC(=O)/C(C#N)=C/c1cccc(C)c1	2.3	8	0.1	6
Cc1cc(C)cc(-n2c(N)c(C#N)c3nc4ccccc4nc32)c1	1.4	3	-0.1	-8
NC(=O)C[C@H](NC(=O)c1ccc(Cl)cc1)C(=O)OCC(=O)c1ccccc1	-0.6	0	0.5	5
O=C(Nc1ccccc1F)c1cc([N+](=O)[O-])nn1Cc1ccccc1	-0.5	-43	0.1	26
O=C(NC1CC2(CCCC2)Oc2ccccc21)c1ccc(=O)[nH]n1 (configuration not stated)	-1.0	-1	-0.3	2
Cc1sc2ncn(CC(=O)NCC(=O)Nc3ccc(Oc4ccccc4)cc3)c(=O)c2c1C	-0.6	5	0.1	14
CCOC(=O)CSc1nc2c(sc(=S)n2CCc2ccccc2)c(=O)n1-c1ccccc1	1.5	2	0.0	-7
COc1ccc(CN2CCC(C3(Cc4cccc(OC)c4)NC(=O)N(C)C3=O)CC2)cc1 (configuration not stated)	-0.4	-4	-0.1	5
CCOC(=O)c1c(NC(=O)c2cc(C)on2)sc(C(C)=O)c1C	-1.1	4	0.6	6
COc1ccc(N(CC(=O)NC(C)C)S(=O)(=O)c2ccc(C)cc2)c(OC)c1	-0.5	2	0.5	3
COc1ccc(OC)c(Nc2nc3nonc3nc2Nc2ccc(F)cc2)c1	0.0	-5	0.0	-7
Cc1ccc(N=c2oc3cc(O)ccc3cc2-c2nc(-c3ccc(Br)cc3)cs2)cc1	0.5	10	0.0	16
CCNC(=O)Cn1c(CO)cnc1SCc1c(F)cccc1Cl	2.9	4	-0.1	12
CCOC(=O)NC(Nc1nccs1)(C(F)(F)F)C(F)(F)F	0.9	-4	-0.1	-15
CC(C)n1c(Nc2ccncn2)nc2c(NCc3cccc(C(F)(F)F)c3)ncnc21	-0.1	1	0.1	-6
Cc1cc(OCC(=O)Nc2nccs2)ccc1Cl	-0.2	9	-0.1	2
COc1ccc(C(=O)NCC(=O)OC2CCCCC2=O)cc1 (configuration not stated)	1.0	-1	0.1	11
N#CCCCSc1nnc(-c2ccccn2)o1	1.8	1	0.1	0
COc1cc2c(cc1OC)C(c1cccs1)N(C(=O)c1cccnc1)CC2 (configuration not stated)	-1.9	46*	-1.0	10
O=C1CN(C(=O)c2[nH]cnc2C(=O)N/N=C/c2ccc([N+](=O)[O-])o2)c2ccccc2N1	0.1	13	-1.2	13
O=C(Nc1nnc(-c2ccc(F)cc2)s1)c1cccc(C(F)(F)F)c1	-1.2	10	0.4	14
O=S(=O)(NCC1(O)CCCC1)c1ccccc1	0.0	3	0.1	4
CC(C)CC(=O)Nc1ccc(F)c([N+](=O)[O-])c1	0.2	3	0.2	11
COc1ccc(NC(=O)c2cc3ccccc3n2C)cc1	-0.8	-9	-0.1	-1
Cc1ccc(S(=O)(=O)N=S(CC2CC2(Cl)Cl)CC2CC2(Cl)Cl)cc1 (configuration not stated)	0.0	9	-0.1	-10
COc1ccc(N2CCN(c3ncnc4sc(C(=O)N5CCN(c6cccc(Cl)c6)CC5)c(C)c34)CC2)cc1	0.1	-16	-0.2	3
Cc1ccc2nc(C3CCN(S(=O)(=O)c4ccc5c(c4)OCCO5)CC3)[nH]c2c1	0.7	8	0.0	66*
Ic1ccccc1NC1=NCCC1	0.1	-2	0.2	4

Reprinted from above (16 entries):
molecule	GPR151 activ	TEAD-YAP block	FBW7 act	MITF primary
COc1ccc(N(CC(=O)NC(C)C)S(=O)(=O)c2ccc(C)cc2)c(OC)c1	-0.5	2	0.5	3
COc1ccc(OC)c(Nc2nc3nonc3nc2Nc2ccc(F)cc2)c1	0.0	-5	0.0	-7
Cc1ccc(N=c2oc3cc(O)ccc3cc2-c2nc(-c3ccc(Br)cc3)cs2)cc1	0.5	10	0.0	16
CCNC(=O)Cn1c(CO)cnc1SCc1c(F)cccc1Cl	2.9	4	-0.1	12
CCOC(=O)NC(Nc1nccs1)(C(F)(F)F)C(F)(F)F	0.9	-4	-0.1	-15
CC(C)n1c(Nc2ccncn2)nc2c(NCc3cccc(C(F)(F)F)c3)ncnc21	-0.1	1	0.1	-6
Cc1cc(OCC(=O)Nc2nccs2)ccc1Cl	-0.2	9	-0.1	2
COc1ccc(C(=O)NCC(=O)OC2CCCCC2=O)cc1 (configuration not stated)	1.0	-1	0.1	11
N#CCCCSc1nnc(-c2ccccn2)o1	1.8	1	0.1	0
COc1cc2c(cc1OC)C(c1cccs1)N(C(=O)c1cccnc1)CC2 (configuration not stated)	-1.9	46*	-1.0	10
O=C1CN(C(=O)c2[nH]cnc2C(=O)N/N=C/c2ccc([N+](=O)[O-])o2)c2ccccc2N1	0.1	13	-1.2	13
O=C(Nc1nnc(-c2ccc(F)cc2)s1)c1cccc(C(F)(F)F)c1	-1.2	10	0.4	14
O=S(=O)(NCC1(O)CCCC1)c1ccccc1	0.0	3	0.1	4
CC(C)CC(=O)Nc1ccc(F)c([N+](=O)[O-])c1	0.2	3	0.2	11
COc1ccc(NC(=O)c2cc3ccccc3n2C)cc1	-0.8	-9	-0.1	-1
Cc1ccc(S(=O)(=O)N=S(CC2CC2(Cl)Cl)CC2CC2(Cl)Cl)cc1 (configuration not stated)	0.0	9	-0.1	-10

Other results:
molecule	GPR151 activ	TEAD-YAP block	FBW7 act	MITF primary
Cc1nonc1CN(C)C(=O)CCc1nnc(CCCc2ccccc2)o1	-0.6	-22	0.2	-4
CCCCNC(=S)Nc1ccc(F)c([N+](=O)[O-])c1	-0.7	14	-0.1	1
Cc1cccc(Cc2cnc(N3C(=N)SC(C)C3=O)s2)c1 (configuration not stated)	0.0	1	-0.4	-5
Cc1cc(=O)oc2cc(OCC(=O)OCC(=O)NC(=O)NCc3ccccc3)ccc12	0.0	-4	0.1	0
O=C(CC1Oc2ccccc2NC1=O)Nc1ccc(F)cc1F (configuration not stated)	0.8	-2	-0.2	-1
N#C/C(=C(/O)CSCC(=O)O)c1nc2ccccc2s1	-1.2	-3	-0.1	2
COc1cc(OC)cc(C(=O)Nn2c(-c3ccc(Br)cc3)nc3ccccc3c2=O)c1	1.9	-6	0.1	-1
COC(=O)C(C)n1c(=O)c2c(nc3n(-c4ccc(C)c(C)c4)c(C)c(C)n23)n(C)c1=O (configuration not stated)	5.3*	-1	-0.1	4
COc1cc2c(cc1OC)C(COc1ccc([N+](=O)[O-])cc1)N(C(=O)Cc1ccc(F)cc1)CC2 (configuration not stated)	0.3	-8	-0.1	3
C/C(=N\Nc1ccc(S(N)(=O)=O)cc1[N+](=O)[O-])c1cc(Cl)ccc1Cl	0.2	-7	-0.6	-1
CN1CCN(NS(=O)(=O)c2ccc(Cc3ccc(S(=O)(=O)NN4CCN(C)CC4)cc3)cc2)CC1	2.0	5	0.1	9
COc1ncc(-c2cnn3c(NCCN(C)C)ccnc23)c(OC)n1	1.3	-3	0.2	-9
O=C(c1ccc(F)cc1)N1CCCC2C=CC=CC21 (configuration not stated)	-0.8	-9	0.1	-8
CCn1cc(C(=O)Nc2cc(Cl)c(OC)cc2OC)c(=O)c2ccc(C)nc21	-0.6	-8	-0.1	7
Cc1ccc(Oc2cccc(NC(=O)c3ccc(F)cc3F)c2)nn1	-4.2	-11	0.1	0
O=C(NCc1ccc(Cl)cc1Cl)c1ccc(Br)o1	0.7	-2	0.0	5
CCN(CC)c1ccc(/C=N/NC(=O)COc2cccc(C)c2)cc1	-0.2	13	0.0	-10
